# Screens deposited in PubChem BioAssay by several laboratories.
# GSK3A inh – blocks human GSK-3 alpha kinase; P49840; ADP-Glo luminescence, 60 min; inhibition, % at 10 µM; 320,000 tested, 0.1% active; AID 2650;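 in the data active means inhibition above about 50%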;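 further: GST-tagged GSK-3 alpha with peptide substrate and 25 µM ATP; 0% = DMSO neutral wells and 100% = GW8510 positive control wells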
# Target sequence (P49840 whole entry, looked up): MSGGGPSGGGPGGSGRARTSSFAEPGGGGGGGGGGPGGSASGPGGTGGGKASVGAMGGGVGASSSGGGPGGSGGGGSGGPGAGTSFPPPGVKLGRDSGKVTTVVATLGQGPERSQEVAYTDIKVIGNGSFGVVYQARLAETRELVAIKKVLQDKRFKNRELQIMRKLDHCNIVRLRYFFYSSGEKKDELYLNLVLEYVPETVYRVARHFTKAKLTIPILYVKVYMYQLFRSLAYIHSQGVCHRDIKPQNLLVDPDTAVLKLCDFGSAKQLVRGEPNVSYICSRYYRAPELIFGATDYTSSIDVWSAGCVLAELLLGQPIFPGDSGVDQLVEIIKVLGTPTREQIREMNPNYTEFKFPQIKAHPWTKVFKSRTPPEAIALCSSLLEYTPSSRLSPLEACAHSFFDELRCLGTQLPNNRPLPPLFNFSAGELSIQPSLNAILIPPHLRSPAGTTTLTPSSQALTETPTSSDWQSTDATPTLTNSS
# KLF5 inh – suppresses KLF5 promoter-driven expression | AID 1700 | inhibition, % at 5 µM | DLD-1 KLF5 promoter-luciferase reporter, luminescence | 290,000 tested, 0.23% active;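 active means inhibition above a per-plate limit of that plate's mean compound inhibition plus 3 SD, cut at about 60% in these data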;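 further: 0% = DMSO wells and 100% = LY294002 at 200 µM; higher means less KLF5 promoter-driven luciferase light; inactives centre near -14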
# IEC-6 tox – IEC-6 cytotoxicity, counter-screen for KLF5 inhibitors; inhibition, % at 5 µM; 290,000 tested, 0.78% active; luminescence viability; in the data active means inhibition above about 22%;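 further: 0% = plate median of test compound wells and 100% = cytotoxic reference compound wells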
# HSP90 inh – HSP90 refolding inhibition in rabbit reticulocyte lysate. luciferase refolding luminescence, 3 h. inhibition, % at 5.6 µM. 290,000 tested, 0.91% active. AID 1789;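 active means inhibition above the screen-wide mean plus 3 SD, computed separately per campaign, cut at about 16% in these data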;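 further: 0% = DMSO wells and 100% = 60 µM geldanamycin wells; inhibitors lower the luminescence because luciferase stays unfolded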
# HSF1 inhib – HSF1 inhibition. NIH3T3-HGL HSE-luciferase, MG132-induced, luminescence 8 h; stronger effect = lower value. activity change, negative = inhibition, % at 7.5 µM (by protocol). 300,000 tested, 0.77% active. AID 2098;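 active means more than half of replicate wells show activity change below -50%, luminescence cut by over half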;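 further: luciferase reports HSF-1 transcriptional activity via heat shock element; 0% = median of DMSO wells and -100% = zero luminescence signal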
# Dyrk1A ADPGlo – blocks rat Dyrk1A kinase activity. Q63470. ADP-Glo luminescence, NFATc1 peptide. inhibition, % at 12.5 µM. 310,000 tested, 0.43% active; in the data active means inhibition above about 50%;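 further: plate controls were vehicle with enzyme for no effect and no enzyme for full effect; many of its hits are not listed in these tables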
# HSF-1 act – increases HSF-1 driven luciferase reporter signal | NIH3T3-HGL HSF-1 luciferase reporter, MG132, 8 h; 100% = twice DMSO control signal | activation, % at 9 µM | 300,000 tested, 1.7% active;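 active means mean replicate activation of at least 50% with a set share of replicates each reaching 50%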;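 further: 0% = median of the neutral control wells and 100% = twice that signal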
# GSK3B inh – inhibitors of human GSK3beta kinase | P49841 | GST-GSK3beta kinase, ADP-Glo luminescence, 60 min; stronger effect = lower value | activity score (negative = inhibition), % at 10 µM | 300,000 tested, 0.038% active | AID 2097;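 active means more than half of replicate wells score below -50%, meaning over 50% inhibition versus plate controls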;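 further: 0% = median DMSO wells and -100% = median GW8510 positive control wells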
# Target sequence (P49841 whole entry, looked up): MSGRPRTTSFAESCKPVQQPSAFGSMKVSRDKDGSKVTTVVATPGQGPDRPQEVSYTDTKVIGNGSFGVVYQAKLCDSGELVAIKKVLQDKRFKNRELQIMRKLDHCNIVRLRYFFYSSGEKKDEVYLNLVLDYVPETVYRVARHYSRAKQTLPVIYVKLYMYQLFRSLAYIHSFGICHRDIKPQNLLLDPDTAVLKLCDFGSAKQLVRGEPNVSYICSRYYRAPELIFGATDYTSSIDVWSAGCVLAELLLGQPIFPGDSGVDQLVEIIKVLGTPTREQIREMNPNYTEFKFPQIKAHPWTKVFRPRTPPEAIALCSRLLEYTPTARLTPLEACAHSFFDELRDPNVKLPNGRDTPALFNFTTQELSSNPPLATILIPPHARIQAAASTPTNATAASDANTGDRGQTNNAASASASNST
#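 Test system: GST-fused GSK3beta enzyme, cell-free | Quantity: 1.6 ng GST-GSK3beta enzyme per well | Reagent: 25 µM ATP with peptide substrate | Schedule: 60 min enzyme reaction, room temperature | Signal: Luminescent ADP-Glo measurement of ADP formed | Read-out basis: Score relative to plate controls | Control set: DMSO and 20 µM GW8510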
# Platelet DG rel – platelet dense granule release activity. human platelet-rich plasma, SFLLRN dense granule ATP release, luminescence. 300,000 tested, 0.22% active. inhibition, %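 (compounds screened at 7.5 µM in platelet-rich plasma)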. AID 1663;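 active means mean replicate score, as percent of positive control, at or above 50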
# aSyn 5UTR inh – MLPCN primary screen, SNCA 5' untranslated region. alpha-synuclein 5'UTR reporter, inhibitor activity. 300,000 tested, 0.82% active. AID 1813. inhibition, % (tested at 7.5 µM); in the data active means inhibition above about 60%;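 further: H4 neuroglioblastoma cells stably carrying SNCA 5'UTR luciferase fusion; 0% = DMSO wells and 100% = positive control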
# * hit, by the source's call; · = not tested or not shown. Not all compounds are listed, so the mix of outcomes need not match the whole.
SMILES,GSK3A inh,KLF5 inh,IEC-6 tox,HSP90 inh,HSF1 inhib,Dyrk1A ADPGlo,HSF-1 act,GSK3B inh,Platelet DG rel,aSyn 5UTR inh
CC1(C)Cc2nc(-c3ccccc3)nc(NNC(=O)c3ccco3)c2CO1,0,-13,7,2,1,-3,8,1,13,-6
Cn1c(=O)[nH]c(=O)c2c1nc(NCc1ccco1)n2Cc1ccccc1Cl,0,-9,-3,1,7,-2,5,0,-8,9
Clc1ccc(-c2nc3cnccn3c2Nc2ccc3c(c2)OCO3)cc1,-1,10,-10,4,6,4,-2,-1,-4,-2
COc1ccc(N2CCN(C(=O)c3ccc(NS(=O)(=O)c4cccc(F)c4)cc3)CC2)cc1,3,4,-4,2,-9,5,9,-2,18,-25
N#Cc1nc(Cc2ccccc2)oc1NCCCn1ccnc1,4,-26,-2,-3,4,·,12,-1,-10,10
CC(Oc1cccc(NC(=O)c2cccs2)c1)C(=O)c1ccccc1 (stereo not drawn),-5,-28,4,0,0,-2,8,1,-6,-3
COc1ccc(OS(=O)(=O)Cc2ccccc2)cc1,-1,-77,-5,-5,5,-2,-2,-2,2,-103
COc1cc(C)ccc1OCCOCCN(C)Cc1ccccc1,-1,15,4,-3,1,0,-7,0,5,-2
COc1ccccc1/C=C/C=N/NC(=O)c1cccs1,-1,-139,-2,-7,22,-1,61*,-2,1,-180
CCOC(=O)N1CCC(NC(=O)CS(=O)(=O)Cc2nc(-c3cccc(OC)c3)oc2C)CC1,-4,-61,-1,2,18,0,33,1,3,18
COc1cc(C(C[N+](=O)[O-])c2c(C)[nH]c3ccccc23)ccc1O (stereo not drawn),0,-14,13,8,3,7,-1,-1,3,16
CCN(CC)C(=O)CSc1nnc(CCNC(=O)OC(C)(C)C)o1,2,-5,5,0,-6,0,-2,1,-1,-13
Cc1ccccc1Cn1c(=O)n(CC2CCC(C(=O)NCCc3ccccc3)CC2)c(=O)c2ccccc21 (stereo not drawn),1,6,3,-4,3,-1,2,-3,1,22
Cn1c2c(c(=O)n(C)c1=O)C1(C(=O)Nc3ccccc31)C(C#N)=C(N)O2 (stereo not drawn),-5,-15,-2,0,-3,-5,10,1,2,-8
CC(C)(C)n1nc2c(c1NC(=O)c1ccccc1C(F)(F)F)CS(=O)(=O)C2,0,9,5,2,0,·,17,-1,-14,-9
CC(N=C1NS(=O)(=O)c2ccccc21)c1ccccc1 (stereo not drawn),0,-9,0,7,·,34,·,-1,·,·
O=C(c1cnn2c(C(F)(F)F)cc(-c3ccc(F)cc3)nc12)N1CCc2ccccc2C1,0,1,-2,3,3,-7,11,1,-3,6
CCCCC1CCC(C(=O)OCC(=O)Nc2ccc(S(N)(=O)=O)cc2)CC1 (stereo not drawn),0,-9,2,-2,7,7,25,3,-3,10
Cn1c(=O)[nH]c(=O)c2c1[nH]c(=S)n2CCCc1ccccc1,·,-29,-2,3,5,-3,9,0,6,0
COC(=O)C1C(=O)C2=C(CC1C)NC(C)=C(C(=O)OC1CCCC1)C2c1ccc(N(C)C)cc1 (stereo not drawn),-2,13,-3,-2,·,2,·,-2,-9,21
O=C(CO)N/N=C/c1ccc(Cl)cc1,-1,-23,-2,-5,-2,1,2,1,6,13
COC(=O)Cc1c(O)ccn(CCc2c[nH]c3ccc(OC)cc23)c1=O,-4,3,-4,-2,-4,-4,6,4,3,15
COc1ccc(OC)c(NC(=O)Nc2cnccn2)c1,1,-8,1,-3,-1,16,-9,-2,5,13
Cc1nc(-c2ccc(S(=O)(=O)N3CCN(c4cccc(C)c4C)CC3)cc2)co1,0,-16,-2,1,3,3,19,1,-5,-35
Cc1ccc(-n2c(O)c(C=NC3CCS(=O)(=O)C3)c3ccccc3c2=O)cc1C (stereo not drawn),0,23,6,9,-10,-3,-5,-4,8,37
# (further entries)
SMILES,GSK3A inh,KLF5 inh,IEC-6 tox,HSP90 inh,HSF1 inhib,Dyrk1A ADPGlo,HSF-1 act,GSK3B inh,Platelet DG rel,aSyn 5UTR inh
C[C@@H]1O[C@@H](OC2C(O)C(OCCc3ccc(O)c(O)c3)OC(CO)C2OC(=O)/C=C/c2ccc(O)c(O)c2)[C@H](O)[C@H](O)[C@H]1O (stereo partly drawn),-1,·,·,·,-1,·,0,0,0,26
CCOc1ccc(S(=O)(=O)N/N=C(\C)c2ccc(OC)cc2OC)cc1,-4,-9,6,-1,-8,2,-1,2,4,14
CCOc1ccc(N2C(=O)S/C(=C\c3cc(OC)c(OC)c(OC)c3)C2=O)cc1,3,-24,2,0,-13,·,-5,2,-6,17
COc1ccc(CC(=O)N2N=C(C)CC2(O)c2cccnc2)cc1OC (stereo not drawn),1,12,-2,-2,6,2,-3,1,4,-18
Cc1ccnc(N2CCC(C(=O)NNC(=O)COc3cccc4ccccc34)CC2)n1,11,-18,-1,2,-7,5,10,-1,-1,14
Nc1cc(=O)[nH]c(SCC(=O)N2CCCCC2)n1,-5,-58,-5,4,-5,-2,9,-2,1,-12
CC1CN(C(=O)c2ccc(C(=O)c3ccccc3)cc2)CC(C)O1 (stereo not drawn),-1,-11,-5,4,-3,-4,1,4,1,12
COc1ccc(CCNC(=O)c2ccc(SC)cc2OC)cc1,1,-24,3,7,5,-3,13,1,8,6
CCOCCn1c(=NC(=O)c2cc(Cl)sc2Cl)sc2cc(S(N)(=O)=O)ccc21,-2,-12,3,0,-9,·,4,-4,-6,10
Cc1cccc(NC(=S)N2CCN(S(C)(=O)=O)CC2)c1,0,-17,1,0,6,-10,-9,3,-1,-17
COc1ccc2cc(/C=N/NC(=O)c3ccc(CN(c4cccc(Cl)c4Cl)S(C)(=O)=O)cc3)c(Cl)nc2c1,·,-21,-4,-2,1,-2,-8,0,-6,67*
CCCCCCC1CC(CSc2ncn[nH]2)OC1=O (stereo not drawn),0,-6,2,-2,2,5,14,-2,0,8
Nc1nc(Br)c2ccccc2c1-c1ccccc1,-2,0,-3,-3,2,8,-3,-3,-3,19
Cc1nc2c(sc3nc4c(cc32)COC(C)(C)C4)c(=O)n1CC(=O)NCc1ccco1,1,52,63*,5,-4,-1,2,0,-6,-69
CCCC(C)NC1=NCCCCC1 (stereo not drawn),-2,-24,-4,-6,-5,-4,-12,4,14,8
CN(C)c1nc(N)c(C(=O)N=C(N)N)nc1Cl,3,·,·,·,-3,4,-9,4,-4,10
CCC(=O)Nc1cnc(NC(=O)c2cccc(F)c2)cc1C,-2,-109,4,13,13,1,23,1,9,-107
CCN(CC)S(=O)(=O)c1ccc(NC(=O)c2c(-c3ccccc3)noc2C)cc1,-1,-19,3,3,6,5,-1,1,-3,12
CNc1ccccc1C(C)(C)c1cc(-c2cccc(Br)c2)no1,6,7,4,3,-5,2,3,-1,1,27
COC(=O)CN1CC(=O)N(c2ccccc2)C1=S,·,-9,-2,0,-2,-9,12,·,13,-4
CC(C)c1ccccc1NC(=O)COC(=O)Cc1c[nH]c2ccccc12,2,-12,0,-1,2,1,-2,3,-13,-9
COc1cccc(N2C(=NC(=O)C3CCCCC3)SC3CS(=O)(=O)CC32)c1 (stereo not drawn),0,-38,-12,-5,4,-7,-1,4,-28,29
CC(C)(C)C1CCC2(CC1)SCC(=O)N2c1ccccc1 (stereo not drawn),-3,11,-2,1,-14,-5,0,0,2,26
Cc1ccc(S(=O)(=O)NC(CC(=O)O)c2ccco2)cc1 (stereo not drawn),·,-35,-4,0,-8,3,-14,2,-6,-6
COCc1cc(=O)[nH]c(Cc2c(Cl)cccc2Cl)n1,0,-38,6,-2,3,-2,21,4,·,-15
# Continued:
SMILES,GSK3A inh,KLF5 inh,IEC-6 tox,HSP90 inh,HSF1 inhib,Dyrk1A ADPGlo,HSF-1 act,GSK3B inh,Platelet DG rel,aSyn 5UTR inh
O=C(CSc1ncccc1C(=O)O)c1ccc2ccccc2c1,-6,-72,1,96*,9,9,39,5,-1,-49
Cc1ccc(NC(=O)Cc2ccc([N+](=O)[O-])cc2)c(Br)c1,-1,-11,-2,4,-3,-3,-6,2,-13,43
CCOc1ccc(OCCC(=O)N(CCC2=CCCCC2)c2c(N)n(Cc3ccccc3)c(=O)[nH]c2=O)cc1,1,·,·,·,0,·,5,4,12,14
O=C1[C@H]2[C@@H](c3ccc(Cl)cc3)N3C(=O)N(c4cccc(F)c4)C(=O)[C@@]3(Cc3ccccc3)[C@H]2C(=O)N1C1CCCCC1,·,·,·,·,8,3,0,3,2,22
CCOC(=O)C1=C(c2ccccc2)Nc2ncnn2C1c1ccc(OC)c(OC)c1OC (stereo not drawn),10,-20,2,3,5,-1,16,-11,4,30
O=C(COc1ccc(S(=O)(=O)N2CCOCC2)cc1)N1CCCCCC1,-2,-37,-1,0,-4,2,7,0,-6,11
O=C(O)c1ccc(-n2c(/C=C/c3ccccc3)nc3ccccc3c2=O)cc1,-1,-13,-4,2,19,-1,30,-1,-3,6
CCC1CCC(C(=O)NC(C(=O)NCCCN2CCCCC2C)C(C)C)CC1 (stereo not drawn),2,-4,1,-2,1,0,-12,-1,-21,18
COC(=O)c1cc(Cc2ccc(N)c(C(=O)OC)c2)ccc1N,-1,-10,2,0,2,-5,3,-2,6,21
CCC(=O)N1N=C(c2ccc(NS(C)(=O)=O)cc2)CC1c1ccc(C)cc1 (stereo not drawn),-1,-15,4,6,-3,-9,1,2,5,11
COc1ccc(NC2CCCN(C(=O)c3ccncc3)C2)cc1 (stereo not drawn),4,-3,-5,-2,0,1,8,-2,6,-2
Cc1ccccc1NC(=O)CSc1nnc(-c2ccccn2)o1,0,-60,-4,3,-1,-5,17,0,-2,-77
CCn1cc([N+](=O)[O-])c(C(=O)Nc2ccc3c(c2)OCCO3)n1,1,-78,-4,1,-14,4,-19,2,3,-69
CC(C)(C)c1ccc(/C=C2\SC(=O)N=C2N)cc1,-2,-6,-4,-1,2,-1,15,0,-7,-79
COCCNC(=S)NCc1cccs1,1,-41,-3,2,-1,-2,4,-1,0,-12
Cc1ccc(N(C(=O)c2cnccn2)C(C(=O)NC2CCCCC2)c2ccc(O)cc2)cc1 (stereo not drawn),-1,2,3,3,-13,-1,-31,1,2,6
O=C1CCN(CCCc2ccccc2)CCN1[C@H](CO)c1ccccc1,-2,-24,-3,4,4,51*,9,1,-7,6
O=C(CSc1nnc2ccccn12)Nc1ccccc1C(=O)O,1,-6,-5,0,13,-1,21,-2,-6,-8
O=C(NNc1nc(-c2ccccc2)cs1)c1cccs1,1,3,-1,10,5,·,-8,0,13,-3
CCCCNC(=O)OCC(CC)NC(=O)OC(C)C (stereo not drawn),-5,-30,-2,2,3,-4,7,5,6,19
Cc1sc2ncnc(N3CCC(C(=O)NNC(=O)c4ccc(Cl)cc4)CC3)c2c1C,1,·,·,·,-2,6,-26,0,-9,8

# Entries listed so far that have bromine (three):
SMILES,GSK3A inh,KLF5 inh,IEC-6 tox,HSP90 inh,HSF1 inhib,Dyrk1A ADPGlo,HSF-1 act,GSK3B inh,Platelet DG rel,aSyn 5UTR inh
Nc1nc(Br)c2ccccc2c1-c1ccccc1,-2,0,-3,-3,2,8,-3,-3,-3,19
CNc1ccccc1C(C)(C)c1cc(-c2cccc(Br)c2)no1,6,7,4,3,-5,2,3,-1,1,27
Cc1ccc(NC(=O)Cc2ccc([N+](=O)[O-])cc2)c(Br)c1,-1,-11,-2,4,-3,-3,-6,2,-13,43
